Compound activity: PubChem, The Scripps Research Institute Molecular Screening Center
PAD4 FP inh – PAD4 (human) enzyme inhibition; Q9UM07; recombinant PAD4, RCA probe fluorescence polarization; inhibition, % at 6.36 µM; actives 0.41% (n = 330,000);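 active means percent inhibition above a cutoff equal to the mean of all tested compounds plus 3 SD, cut at about 15% in these data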;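 further: 0% = PAD4 with RCA probe and DMSO and 100% = probe without PAD4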
Target sequence (Q9UM07 whole entry, looked up): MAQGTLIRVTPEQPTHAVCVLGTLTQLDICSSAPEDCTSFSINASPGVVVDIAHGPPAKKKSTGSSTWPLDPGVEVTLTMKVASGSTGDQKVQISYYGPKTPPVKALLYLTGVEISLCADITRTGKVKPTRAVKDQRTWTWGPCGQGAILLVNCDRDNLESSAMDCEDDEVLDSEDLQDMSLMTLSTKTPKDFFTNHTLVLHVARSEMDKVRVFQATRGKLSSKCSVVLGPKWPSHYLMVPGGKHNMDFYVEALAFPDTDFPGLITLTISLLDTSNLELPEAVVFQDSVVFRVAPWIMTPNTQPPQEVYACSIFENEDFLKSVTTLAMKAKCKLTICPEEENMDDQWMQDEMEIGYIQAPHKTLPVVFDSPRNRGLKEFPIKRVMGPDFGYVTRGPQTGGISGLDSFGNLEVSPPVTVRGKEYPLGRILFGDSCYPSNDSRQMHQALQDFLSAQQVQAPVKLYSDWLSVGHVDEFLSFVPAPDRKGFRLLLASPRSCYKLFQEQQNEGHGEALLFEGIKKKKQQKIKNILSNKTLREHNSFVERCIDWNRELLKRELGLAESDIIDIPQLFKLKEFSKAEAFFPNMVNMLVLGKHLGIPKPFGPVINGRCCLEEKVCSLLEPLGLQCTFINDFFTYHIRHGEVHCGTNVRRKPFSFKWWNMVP
PME-1 inh – blocks human protein phosphatase methylesterase 1. recombinant PME-1, FP-Rh probe fluorescence polarization. inhibition, % at 5.9 µM. actives 0.53% (n = 320,000);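 active means inhibition above the campaign mean of all compounds plus 3 SD, cut at about 26% in these data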;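 further: competitive labeling of PME-1 active site by serine hydrolase directed probe; 0% = PME-1 with DMSO and 100% = wells lacking PME-1 enzyme; inhibitors block probe labeling so polarization falls and inhibition rises; many of its hits are not listed in these tables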
PAFAH2 FP inh – PAFAH2 (human) inhibition; inhibition, % at 3.39 µM; actives 0.99% (n = 340,000); Q99487; recombinant PAFAH2, FP-rhodamine activity probe, fluorescence polarization;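 active means inhibition above the mean over all tested compounds plus 3 SD, cut at about 30% in these data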;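 further: inhibitors block probe labeling of enzyme so polarization drops; 0% = enzyme with DMSO and 100% = wells lacking PAFAH2 protein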
GSTO1 inh – counter-screen for RBBP9 inhibitors: inhibitors of human GSTO1. P78417. recombinant GSTO1, activity-based probe fluorescence polarization. inhibition, % at 5.96 µM. actives 1.1% (n = 300,000). AID 1974;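 active means inhibition above the campaign mean inhibition plus 3 SD, cut at about 35% in these data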;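 further: 0% = GSTO1-1 with DMSO and 100% = wells lacking GSTO1-1 enzyme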
PAFAH1B3 FP inh – blocks human PAF acetylhydrolase 1B catalytic subunit 3; Q15102; recombinant PAFAH1B3, FP-rhodamine probe, fluorescence polarization; inhibition, % at 3.39 µM; actives 0.28% (n = 340,000); AID 492972;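 active means inhibition above the screen-wide average of all tested compounds plus 3 SD, cut at about 25% in these data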;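 further: 0% = enzyme with DMSO only and 100% = wells lacking PAFAH1B3 protein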
LYPLA1 counter – blocks human lysophospholipase 1, a PME1 counter-screen. AID 2174. actives 0.16% (n = 320,000). inhibition, % at 5.9 µM. O75608. recombinant LYPLA1, FP-Rh probe fluorescence polarization;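 active means inhibition above the mean of all tested compounds plus 3 SD, set per campaign, cut at about 14% in these data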;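 further: inhibitors block serine hydrolase probe labeling of LYPLA1 so polarization falls; 0% = enzyme with DMSO and 100% = wells lacking LYPLA1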
pPAFAH inh – pPAFAH (human) enzyme inhibition. inhibition, % at 3.39 µM. actives 1.5% (n = 330,000). Q13093. recombinant pPAFAH, FP-rhodamine probe fluorescence polarization;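 active means inhibition above the mean inhibition across the screen plus 3 SD, cut at about 25% in these data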;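 further: inhibitors block binding of the rhodamine activity-based probe so polarization drops; 0% = enzyme with DMSO and 100% = wells lacking pPAFAH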
PAFAH1B2 inh – blocks human PAF acetylhydrolase 1b catalytic subunit 2 | P68402 | recombinant PAFAH1B2, FP-rhodamine activity probe, fluorescence polarization | inhibition, % at 3.39 µM | actives 1.2% (n = 340,000) | AID 492953;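 active means inhibition above the mean of all tested compounds plus 3 SD, cut at about 24% in these data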;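 further: 0% = enzyme with DMSO and 100% = wells lacking PAFAH1B2; many of its hits are not listed in these tables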
LYPLA2 counter – LYPLA2 (human) inhibition in PME1 counter-screen; recombinant LYPLA2, FP-Rh probe fluorescence polarization; inhibition, % at 5.9 µM; actives 0.38% (n = 320,000); AID 2177;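 active means inhibition above the screen-wide mean plus 3 SD, limit set per campaign, cut at about 26% in these data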;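 further: 0% = LYPLA2 with DMSO and 100% = wells lacking LYPLA2 enzyme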
The depositor's hits bear a star; · = no result given.

| smiles | PAD4 FP inh | PME-1 inh | PAFAH2 FP inh | GSTO1 inh | PAFAH1B3 FP inh | LYPLA1 counter | pPAFAH inh | PAFAH1B2 inh | LYPLA2 counter |
| --- | --- | --- | --- | --- | --- | --- | --- | --- | --- |
| CCC(C)(C(=O)NC1CCCC1)N(C(=O)CNC(C)=O)c1ccccc1 (stereo not given) | 11 | -6 | 3 | 3 | 10 | 1 | 2 | 7 | -5 |
| COc1ccc(S(=O)(=O)Nc2c(C)c(C)cc3c2ncn3C)cc1 | -4 | -12 | 1 | -1 | -1 | 1 | -2 | -1 | -4 |
| COc1cccc(-n2nnc3c(=O)n(Cc4ccc(Br)cc4)cnc32)c1 | -6 | -6 | -1 | -13 | -10 | 0 | -3 | -6 | 1 |
| COC(=O)c1ccccc1NCCO | 1 | 2 | -1 | 1 | 9 | -2 | 2 | 4 | -5 |
| O=C(Nc1ccccc1C(=O)O)c1ccc(Cl)c(S(=O)(=O)N2CCOCC2)c1 | -1 | -5 | 1 | -3 | -1 | -4 | -3 | 1 | -4 |
| COc1ccccc1N1CCN(C(=O)C2CCN(C(=O)c3ccc(C(C)(C)C)cc3)CC2)CC1 | -4 | 6 | 1 | -4 | 5 | 2 | 11 | 2 | 3 |
| CCOc1cc(C)c(S(=O)(=O)N2CCCCC2)cc1C | -2 | -2 | 5 | 6 | 1 | 1 | 2 | -2 | 1 |
| CC1=C(C(=O)OCc2ccccc2)C(c2ccc([N+](=O)[O-])cc2)NC(=O)N1C (stereo not given) | -2 | 2 | 6 | 3 | 13 | 1 | 6 | 3 | 4 |
| COc1ccc(C2Nc3ccccc3NC3=C2C(=O)CC(C)(C)C3)cc1OC (stereo not given) | 2 | 4 | 1 | 7 | 3 | 4 | 3 | 8 | 2 |
| COc1ccccc1N1CCN(C(=O)c2ccc3nc[nH]c3c2)CC1 | 0 | 5 | 7 | 4 | 5 | -3 | 1 | 5 | -11 |
| CCOc1ccc(NC(=O)CN(C)C(=O)c2c(-c3ccccc3Cl)noc2C)cc1OCC | -2 | -3 | 3 | 0 | 4 | -2 | 4 | 4 | -5 |
| CCn1cc(CN2CCCC(CNS(=O)(=O)c3cccc4cccnc34)C2)cn1 (stereo not given) | 1 | 0 | -3 | -2 | 5 | -4 | -4 | 1 | -3 |
| Oc1[nH]c2ccccc2c1C1=NCCCCC1 | 2 | -5 | -1 | 9 | -4 | 2 | 8 | 6 | 4 |
| N#Cc1ccc(Oc2nc(C(N)=O)cc(-c3ccccc3)n2)cc1 | -5 | -2 | -2 | 0 | 3 | -3 | 0 | 5 | 5 |
| c1ccc2c(CCNc3ncnc4nc[nH]c34)c[nH]c2c1 | -1 | 7 | 0 | 6 | 7 | 2 | 4 | 1 | -2 |

Of the compounds above, these have four or more nitrogen atoms.
| smiles | PAD4 FP inh | PME-1 inh | PAFAH2 FP inh | GSTO1 inh | PAFAH1B3 FP inh | LYPLA1 counter | pPAFAH inh | PAFAH1B2 inh | LYPLA2 counter |
| --- | --- | --- | --- | --- | --- | --- | --- | --- | --- |
| COc1cccc(-n2nnc3c(=O)n(Cc4ccc(Br)cc4)cnc32)c1 | -6 | -6 | -1 | -13 | -10 | 0 | -3 | -6 | 1 |
| COc1ccccc1N1CCN(C(=O)c2ccc3nc[nH]c3c2)CC1 | 0 | 5 | 7 | 4 | 5 | -3 | 1 | 5 | -11 |
| CCn1cc(CN2CCCC(CNS(=O)(=O)c3cccc4cccnc34)C2)cn1 (stereo not given) | 1 | 0 | -3 | -2 | 5 | -4 | -4 | 1 | -3 |
| N#Cc1ccc(Oc2nc(C(N)=O)cc(-c3ccccc3)n2)cc1 | -5 | -2 | -2 | 0 | 3 | -3 | 0 | 5 | 5 |
| c1ccc2c(CCNc3ncnc4nc[nH]c34)c[nH]c2c1 | -1 | 7 | 0 | 6 | 7 | 2 | 4 | 1 | -2 |

Five entries picked at random from those above, as already listed:
| smiles | PAD4 FP inh | PME-1 inh | PAFAH2 FP inh | GSTO1 inh | PAFAH1B3 FP inh | LYPLA1 counter | pPAFAH inh | PAFAH1B2 inh | LYPLA2 counter |
| --- | --- | --- | --- | --- | --- | --- | --- | --- | --- |
| COc1ccccc1N1CCN(C(=O)C2CCN(C(=O)c3ccc(C(C)(C)C)cc3)CC2)CC1 | -4 | 6 | 1 | -4 | 5 | 2 | 11 | 2 | 3 |
| CCOc1ccc(NC(=O)CN(C)C(=O)c2c(-c3ccccc3Cl)noc2C)cc1OCC | -2 | -3 | 3 | 0 | 4 | -2 | 4 | 4 | -5 |
| O=C(Nc1ccccc1C(=O)O)c1ccc(Cl)c(S(=O)(=O)N2CCOCC2)c1 | -1 | -5 | 1 | -3 | -1 | -4 | -3 | 1 | -4 |
| COc1ccccc1N1CCN(C(=O)c2ccc3nc[nH]c3c2)CC1 | 0 | 5 | 7 | 4 | 5 | -3 | 1 | 5 | -11 |
| COc1ccc(S(=O)(=O)Nc2c(C)c(C)cc3c2ncn3C)cc1 | -4 | -12 | 1 | -1 | -1 | 1 | -2 | -1 | -4 |

Continued.
| smiles | PAD4 FP inh | PME-1 inh | PAFAH2 FP inh | GSTO1 inh | PAFAH1B3 FP inh | LYPLA1 counter | pPAFAH inh | PAFAH1B2 inh | LYPLA2 counter |
| --- | --- | --- | --- | --- | --- | --- | --- | --- | --- |
| Cn1c(=O)c2[nH]c(SCc3ccccn3)nc2n(C)c1=S | -2 | -14 | · | 2 | · | 0 | -1 | · | -5 |
| CC1=NN(c2ccc(C)c(C)c2)C(=O)C1C(c1cccc(O)c1)C1C(=O)N(c2ccc(C)c(C)c2)N=C1C (stereo not given) | 77* | 34* | 9 | 51* | -2 | -2 | 14 | 9 | 10 |
| COC(=O)c1cc(COc2ccc3c(c2)oc(=O)c2ccccc23)c(C)o1 | -3 | -4 | -14 | 4 | -7 | 0 | -1 | -5 | 0 |
| CCCSc1nnc(NC(=O)Nc2ccc(F)cc2)s1 | -4 | 3 | -10 | -19 | -2 | -10 | 0 | 2 | -8 |
| c1ccc2c(c1)OCC(c1nn3c(Cn4nnc5ccccc54)nnc3s1)O2 (stereo not given) | -1 | 3 | 4 | -2 | -1 | -3 | 8 | 1 | 2 |
| O=C(CSc1nnc(-c2ccc(O)cc2)o1)Nc1cccc(O)c1 | -3 | -10 | 1 | 5 | 6 | -6 | 1 | 8 | 0 |
| CC(C)NC(=O)NC(=O)CSc1nnc(COc2ccccc2Cl)o1 | 3 | -1 | 2 | 4 | -2 | 1 | 7 | -2 | -1 |
| Cc1nc(SCc2ccccc2)n[nH]1 | -2 | -2 | 7 | 7 | -2 | 0 | 4 | -1 | -1 |
| COC(=O)CN1C(=O)[C@H]2[C@@H](c3ccc(C)o3)N3C(=O)CN(Cc4ccccc4)C(=O)[C@@]3(C)[C@H]2C1=O | 2 | 3 | 0 | 7 | 7 | 0 | 1 | 7 | -3 |
| CCN(c1ccccc1)c1cc2ccccc2c(=O)[nH]1 | 16* | -1 | 7 | 29 | 26* | -2 | 3 | 13 | 4 |
| COCCN1C=C(C(=O)OC)C(c2ccc3c(c2)OCO3)C(C(=O)OC)=C1 | -1 | -2 | -2 | 7 | 4 | 2 | 0 | 9 | 0 |
| CCOC(=O)Cn1nc(C)n(-c2ccc(C(C)C)cc2)c1=O | 4 | 1 | 0 | 4 | 1 | 0 | -1 | 3 | 5 |

Arranged by SMILES length (smallest number first): some entries from above
| smiles | PAD4 FP inh | PME-1 inh | PAFAH2 FP inh | GSTO1 inh | PAFAH1B3 FP inh | LYPLA1 counter | pPAFAH inh | PAFAH1B2 inh | LYPLA2 counter |
| --- | --- | --- | --- | --- | --- | --- | --- | --- | --- |
| N#Cc1ccc(Oc2nc(C(N)=O)cc(-c3ccccc3)n2)cc1 | -5 | -2 | -2 | 0 | 3 | -3 | 0 | 5 | 5 |
| COc1ccc(S(=O)(=O)Nc2c(C)c(C)cc3c2ncn3C)cc1 | -4 | -12 | 1 | -1 | -1 | 1 | -2 | -1 | -4 |
| COc1ccccc1N1CCN(C(=O)C2CCN(C(=O)c3ccc(C(C)(C)C)cc3)CC2)CC1 | -4 | 6 | 1 | -4 | 5 | 2 | 11 | 2 | 3 |

An excerpt; rates above refer to the full screens.
